# Hck-Nef inh = human Hck-Nef kinase inhibition | inhibition, % at 20 µM | Recombinant Hck-YEEI plus Nef, Z-Lyte FRET kinase assay | 220,000 tested, 0.68% active | AID 463187 | P08631;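 active means Hck-Nef kinase inhibition above about 50%, limit read from the data; inactive means inhibition below that limit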;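 further: 0% = DMSO with Hck plus Nef and 100% = Hck alone without Nef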
# zVAD death inh = blocks zVAD induced death of L929 cells | L929 zVAD necroptosis rescue, ATP luminescence, 24 h; with zVAD 60 µM | viability rescue, % at 10 µM | AID 1377 | 220,000 tested, 0.38% active;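 active means activation, scaled between plate controls, above about 75%, limit read from the data; inactive means activation under that limit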;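 further: 0% = zVAD with DMSO and 100% = DMSO alone without zVAD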
# Runt-SMMHC FRET = Runt domain-CBFb-SMMHC interaction inhibition; Q01196+Q13951; Cerulean-Runt/Venus-CBFb-SMMHC FRET ratio 530/480, 1 h; inhibition, % at 20 µM; 220,000 tested, 0.74% active; AID 1434;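 active means mean inhibition across duplicate retests at 20 µM reaching about 50%, limit read from the data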;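 further: 0% = DMSO wells and 100% = wells with excess untagged CBFb-SMMHC; inhibitors lower the FRET ratio by blocking Runt binding to CBFb-SMMHC; some results filed as inactive read as strong as hits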
# Target sequence (Q01196 whole entry, looked up, the tested form may be a part): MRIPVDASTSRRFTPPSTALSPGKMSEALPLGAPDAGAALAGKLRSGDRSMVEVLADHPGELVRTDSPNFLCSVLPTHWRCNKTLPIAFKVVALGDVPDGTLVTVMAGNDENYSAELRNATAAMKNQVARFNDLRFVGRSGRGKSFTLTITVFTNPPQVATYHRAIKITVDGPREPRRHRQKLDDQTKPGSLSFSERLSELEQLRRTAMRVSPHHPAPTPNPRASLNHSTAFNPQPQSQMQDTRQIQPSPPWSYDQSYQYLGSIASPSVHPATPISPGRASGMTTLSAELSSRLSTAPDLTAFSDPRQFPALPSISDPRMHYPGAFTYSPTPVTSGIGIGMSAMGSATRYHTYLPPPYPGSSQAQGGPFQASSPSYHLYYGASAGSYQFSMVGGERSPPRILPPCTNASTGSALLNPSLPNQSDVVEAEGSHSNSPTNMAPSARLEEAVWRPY
# Target sequence (Q13951 whole entry, looked up, the tested form may be a part): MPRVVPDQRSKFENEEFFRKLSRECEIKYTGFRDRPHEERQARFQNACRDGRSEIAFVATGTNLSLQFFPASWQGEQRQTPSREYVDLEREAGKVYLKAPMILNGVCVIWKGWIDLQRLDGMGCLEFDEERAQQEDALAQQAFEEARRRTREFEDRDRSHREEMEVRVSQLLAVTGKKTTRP
# EP2 modulator = modulates human prostaglandin E2 receptor EP2 signaling; EP2-expressing cells, cAMP HTRF FRET, PGE2 co-stimulation; induction, % at 25 µM; 260,000 tested, 0.83% active;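 active means compounds whose cAMP rise, as percent of the full-agonist control response, exceeds 60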;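 further: rat C6 glioma line stably carrying human EP2 under a CMV promoter; the protocol text gives 20 µM as final concentration; 100% = response of wells given 1 µM PGE2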
# RBBP9 inh = blocks human serine hydrolase RBBP9. AID 1515. recombinant RBBP9, FP-Rh probe fluorescence polarization. inhibition, % at 7.94 µM. 220,000 tested, 0.2% active;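 active means inhibition above the campaign mean of all tested compounds plus 3 SD, cut at about 14% in these data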;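 further: plate controls were DMSO wells with RBBP9 for no effect and wells lacking RBBP9 protein for full effect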
# Target sequence (O75884 whole entry, looked up): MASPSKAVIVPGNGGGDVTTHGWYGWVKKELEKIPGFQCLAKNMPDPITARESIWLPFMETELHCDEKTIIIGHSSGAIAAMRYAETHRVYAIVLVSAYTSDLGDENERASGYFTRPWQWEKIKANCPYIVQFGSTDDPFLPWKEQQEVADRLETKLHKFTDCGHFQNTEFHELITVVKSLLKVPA
#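 Measured by: FP readout at 525/598 nm; material: recombinant human RBBP9; also added: Serine-hydrolase probe FP-Rh, 375 nM pre-mixing; medium: Tris buffer pH 8.0, NaCl, Pluronic; replication: one well per compound; doses: one concentration, 7.94 µM nominal, 0.794% DMSO; timing: preincubation 30 min plus labeling 45 min at 25 °C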
# Runt-CBFb FRET = Runt domain-CBFb interaction inhibition | Q01196+Q13951 | Cerulean-Runt/Venus-CBFb FRET ratio 530/480, 1 h | inhibition, % at 20 µM | 220,000 tested, 0.46% active | AID 1496;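 active means inhibition over about 50% at 20 µM in the single-dose screen, limit read from the data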;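 further: 0% = DMSO wells and 100% = excess unlabeled CBFb competitor control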
#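 test system = Cerulean-tagged RUNX1 Runt domain (FRET donor) fusion protein | reagent = Venus-CBFb binding partner, 100 nM | incubation = protein complex preformed 1 h, compound exposure 1 h, room temperature, dark | detection = FRET fluorescence | read-out basis = loss of energy transfer signal | controls = 5 µM unlabeled CBFb as full-inhibition high control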
# PERK inh = human PERK inhibition, primary cell-based screen | inhibition, % at 5.6 µM | CHO PERK-DD fusion, SEAP luminescence translation reporter | 220,000 tested, 0.17% active;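 active means inhibition above the mean inhibition of all tested compounds plus 3 SD, set separately per screening campaign, cut at about 2.9% in these data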;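 further: PERK kinase domain activated by AP20187 dimerizer at 100 nM; 0% = DMSO with dimerizer and 100% = rapamycin at 8.4 µM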
# TNF necrop inh = TNF-alpha cell death inhibition in Jurkat FADD-/- cells | Jurkat FADD-/- TNF necroptosis rescue, ATP luminescence, 24 h; 0 = TNF only, 100 = no-TNF cells | activation (protection from cell death), % at 10 µM | 220,000 tested, 0.068% active | AID 463075;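 active means activation, meaning protection from cell death, of at least 50% relative to plate controls; inactive means activation below 50%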;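 further: necroptosis triggered by 40 ng/mL TNF-alpha added together with compound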
# PGE2 EP2 inh = blocks the human prostaglandin E2 receptor EP2 | AID 1422 | P43116 | 260,000 tested, 0.52% active | inhibition, % at 25 µM | C6 glioma cells expressing human EP2, cAMP TR-FRET; cells stimulated with saturating PGE2;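 active means percent inhibition above 40 after rounding to a whole number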;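 further: rat C6 glioma host cells with rolipram phosphodiesterase inhibitor present; the protocol text gives 20 µM as final concentration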
# * = called active by the depositor; . = no result given; & = joins results of further samples. A portion of the library. The share of hits here may be higher or lower than overall.
item	compound	EP2 modulator	RBBP9 inh	Runt-CBFb FRET	PERK inh	Hck-Nef inh
1	O=C(CSc1nc2ccccc2[nH]1)Nc1nc(-c2ccc(Br)cc2)cs1	-1	-44	-1	0.0	1
2	COc1ccccc1NC(=O)c1cccc(NC(=O)c2ccco2)c1	10	-8	-2	-0.9	8
3	O=C(O)CCC(=O)Nc1ccc(/C=C/C(=O)C2CC2)cc1	9	-10	.	0.3	16
4	Cc1nn(-c2ccccc2)nc1CNC(=O)C1CCC1	-20	-8	0	1.0	-4
5	Cc1ccc(S(=O)(=O)N2CCC(C(=O)Nc3nnc(COc4ccccc4)s3)CC2)cc1	9	-6	-1	-0.4	1
6	COc1cccc(NC(=O)Nc2cc(Cl)ccc2C)c1	-63	-20	4	0.9	16
7	Cc1cc(C)cc(-n2ccnc2SCC(=O)O)c1	-6	6	1	1.2	8
8	O=C(Nc1ccccn1)c1cc(-c2cccc(Cl)c2)nc2ccccc12	25	-16	1	-0.6	-17
9	CCOC(=O)C1C(=O)C=C(c2cccc(NS(C)(=O)=O)c2)CC1c1ccco1 (stereo not drawn)	-21&-61	-3	4	0.3	5
10	O=C1C2CCCCC2C(=O)N1c1cccc(OS(=O)(=O)c2ccccc2)c1 (stereo not drawn)	-20	4	0	-0.6	0
11	O=C(Nc1nccs1)c1cn2ccccc2n1	-2	-15	2	0.3	-6
12	CCNC(=O)N1c2ccc(OC)cc2C(C)=CC1(C)C	44	5	4	0.4	-1
13	O=C(NC(=S)Nc1cc(C(F)(F)F)ccc1N1CCOCC1)c1ccc(-c2cccc(Cl)c2)o1	4	-7	4	0.1	-4
14	COc1cc(/C=N/NC(=O)c2sc3nc(C)cc(C)c3c2N)ccc1O	-41	0	20	-1.3	51*
15	O=C(c1csc(Nc2ccccc2Cl)n1)N1CCCC1	31	0	3	0.4	1

item	TNF necrop inh	PGE2 EP2 inh	zVAD death inh	Runt-SMMHC FRET
1	4.3	5	0.4	2
2	0.9	7	-0.1	-4
3	-0.3	3	0.7	.
4	-0.2	13	0.8	-2
5	-0.7	7	0.0	1
6	1.6	10	77*	-2
7	-1.4	5	-0.8	2
8	0.9	4	0.5	-9
9	-2.1	7&6	0.0	4
10	0.7	3	0.4	-5
11	0.0	8	2.2	0
12	1.8	4	2.5	-1
13	-1.2	2	0.5	4
14	-17	15	65	32
15	-1.7	.	1.1	-3

# Later entries.
item	compound	EP2 modulator	RBBP9 inh	Runt-CBFb FRET	PERK inh	Hck-Nef inh
16	Cc1cccc(NC(=O)c2c(C)nn(-c3ccccc3)c2Cl)c1	-32	0	-2	-0.1	20
17	N#Cc1nc(Cc2cccc3ccccc23)oc1N1CCC(C(N)=O)CC1	-13	-7	0	-0.7	-2
18	O=C1CCCN1CCCn1cnc2c([nH]c3ccc(F)cc32)c1=O	-17	-3	-1	0.6	1
19	CNC(=O)c1sccc1Oc1ccc(F)cc1[N+](=O)[O-]	22	6	0	1.1	23
20	COc1ccc(-c2nc3n(c2C)Cc2ccccc2-3)cc1	-4	0	7	-1.4	4
21	CCN(C(=O)CSc1nnc(NCc2ccccc2)s1)C1CCS(=O)(=O)C1 (stereo not drawn)	18	1	.	0.0	7
22	CC/C(=N\NC(=O)c1ccncc1)C12CC3CC(CC(C3)C1)C2	26	-4	2	-0.7	0
23	COc1cccc(/C=N/n2cnc3cc(C)c(C)cc32)c1OC	1	-10	0	-1.8	15
24	CCC(=O)OCC(=O)Nc1ccc(OC)cc1[N+](=O)[O-]	21	-5	1	0.7	-4
25	COc1ccc(CC(=O)N2CCc3ccccc32)cc1	26	0	1	-0.2	8
26	Cc1nc(Nc2nc3ccccc3o2)nc(C)c1C(=O)Nc1ccc(F)cc1	5	-4	1	0.5	-12
27	CC(=O)C(=Nc1ccccc1Cl)NNc1ccc(Cl)cc1	-68	37*	29	0.3	-12
28	CCCOc1ccc(S(=O)(=O)N2CCOCC2)cc1[N+](=O)[O-]	12	-5	.	0.1	-17
29	O=C(CCn1nc(-c2ccccc2)c2ccccc2c1=O)NN1CCOCC1	18	-4	-1	0.8	-2
30	O=C(O)c1ccc(F)c(S(=O)(=O)Nc2ccccc2Cl)c1	-7	-7	-2	-0.2	6

item	TNF necrop inh	PGE2 EP2 inh	zVAD death inh	Runt-SMMHC FRET
16	3.1	9	23	2
17	-3.3	15	0.2	2
18	-1.1	7	-0.1	1
19	-1.0	15	13	-4
20	-0.6	4	3.0	0
21	0.4	7	0.4	-2
22	-0.3	18	-0.1	2
23	-2.6	2	39	-3
24	-0.3	7	0.4	-3
25	4.8	15	-0.7	5
26	-2.3	2	-0.2	-3
27	-0.2	4	.	3
28	0.0	5	-0.7	2
29	-0.8	5	-0.3	2
30	-2.1	9	-0.3	-3

# 7 entries from above, ordered by number of heavy atoms, highest first.
item	compound	EP2 modulator	RBBP9 inh	Runt-CBFb FRET	PERK inh	Hck-Nef inh
26	Cc1nc(Nc2nc3ccccc3o2)nc(C)c1C(=O)Nc1ccc(F)cc1	5	-4	1	0.5	-12
21	CCN(C(=O)CSc1nnc(NCc2ccccc2)s1)C1CCS(=O)(=O)C1 (stereo not drawn)	18	1	.	0.0	7
18	O=C1CCCN1CCCn1cnc2c([nH]c3ccc(F)cc32)c1=O	-17	-3	-1	0.6	1
23	COc1cccc(/C=N/n2cnc3cc(C)c(C)cc32)c1OC	1	-10	0	-1.8	15
28	CCCOc1ccc(S(=O)(=O)N2CCOCC2)cc1[N+](=O)[O-]	12	-5	.	0.1	-17
20	COc1ccc(-c2nc3n(c2C)Cc2ccccc2-3)cc1	-4	0	7	-1.4	4
24	CCC(=O)OCC(=O)Nc1ccc(OC)cc1[N+](=O)[O-]	21	-5	1	0.7	-4

item	TNF necrop inh	PGE2 EP2 inh	zVAD death inh	Runt-SMMHC FRET
26	-2.3	2	-0.2	-3
21	0.4	7	0.4	-2
18	-1.1	7	-0.1	1
23	-2.6	2	39	-3
28	0.0	5	-0.7	2
20	-0.6	4	3.0	0
24	-0.3	7	0.4	-3

# Next part:
item	compound	EP2 modulator	RBBP9 inh	Runt-CBFb FRET	PERK inh	Hck-Nef inh
31	COc1ccc(COC(=O)N/N=C(\C)CC(=O)Nc2ccc(Cl)cc2)cc1	-18	-5	-2	0.2	1
32	Cc1ccc(-c2nnc3ccc(SCC(=O)N4CCCc5ccccc54)nn23)cc1	2	0	-6	-0.8	2
33	CC(C)CC(=O)NNC(=O)C(C)C	2	-9	-1	0.5	3
34	COc1ccc(CC(=O)OCC(=O)NC(=O)NC23CC4CC(CC(C4)C2)C3)cc1	20	-13	-1	0.3	5
35	Cc1cnnn1-c1cccc([N+](=O)[O-])c1	8	5	-2	0.9	-3
36	O=C(Oc1cccc(-n2cnnn2)c1)c1ccco1	-7	1	-1	-0.2	-12
37	O=C(Nc1ccc2c(c1)OCO2)C1CCCN1C(=O)Nc1ccccc1F (stereo not drawn)	3&0	-4	1	0.5	1
38	COC(=O)C1=CN(CC2CCCO2)C=C(C(=O)OC)C1c1ccccc1C(F)(F)F (stereo not drawn)	8	1	106*	0.5	31
39	O=C(Cc1ccccc1[N+](=O)[O-])NCc1ccccc1Cl	-13	-8	-2	0.8	2
40	COc1ccc(N2CCN(C(=O)COc3ncnc4ccccc34)CC2)cc1	-13	-6	-1	0.3	27
41	O=C(CS(=O)(=O)c1cn(Cc2ccc(Cl)cc2)c2ccccc12)N1CCOCC1	-25	-3	-2	-0.3	-1
42	N#C/C(=C/c1cccn1-c1cccc(C(=O)O)c1)c1ccc(Cl)cc1	-3	-5	2	1.2	14
43	COc1ccc(CCN(Cc2ccccn2)C(=S)Nc2ccccc2Cl)cc1OC	-4	-12	-1	-0.3	23
44	O=C(O)COc1ccccc1/C=N/NC(=O)Cc1csc(Nc2cccc(C(F)(F)F)c2)n1	2	-16	0	-0.1	20
45	C/C(=N\OC(=O)c1cccc(C)c1)c1sc(-c2ccccc2)nc1C	0	0	-8	1.3	-1
46	Cc1cc(NC(=O)C(C)C)ncc1NC(=O)c1ccccn1	14	-6	0	-0.3	13
47	COc1ccc(/C=N/NC(=O)c2cccnc2)cc1CN1CCc2ccccc2C1	-29	-11	0	0.3	10
48	COc1cccc(N2CC(C(=O)Nc3nnc(SCc4cccnc4)s3)CC2=O)c1 (stereo not drawn)	13	-9	3	0.4	3

item	TNF necrop inh	PGE2 EP2 inh	zVAD death inh	Runt-SMMHC FRET
31	0.6	5	0.3	2
32	-1.2	14	-0.2	-2
33	0.8	2	0.3	5
34	0.9	4	0.4	1
35	0.1	3	-0.2	-9
36	1.5	6	1.0	-1
37	-1.5	14&14	-0.2	-5
38	0.1	17	0.1	82*
39	1.1	7	0.2	4
40	0.5	8	1.5	1
41	-0.7	13	0.6	1
42	-0.2	4	1.1	-2
43	1.0	3	0.9	4
44	0.8	7	0.6	-1
45	-3.8	5	0.1	-6
46	0.6	7	34	-2
47	-2.4	-1	0.1	-37
48	0.8	9	0.6	2

# An excerpt of these results, with values under each structure.
# Order of values: EP2 modulator	RBBP9 inh	Runt-CBFb FRET	PERK inh	Hck-Nef inh	TNF necrop inh	PGE2 EP2 inh	zVAD death inh	Runt-SMMHC FRET
(44) O=C(O)COc1ccccc1/C=N/NC(=O)Cc1csc(Nc2cccc(C(F)(F)F)c2)n1
  2	-16	0	-0.1	20	0.8	7	0.6	-1
(45) C/C(=N\OC(=O)c1cccc(C)c1)c1sc(-c2ccccc2)nc1C
  0	0	-8	1.3	-1	-3.8	5	0.1	-6
